High-throughput results as filed in PubChem BioAssay.
Cneo AK release – Cryptococcus neoformans lysis via adenylate kinase release; actives 0.2% (n = 360,000); AID 651654; C. neoformans lysis, adenylate kinase release luminescence, 4 h; normalised: neutral wells 0, clomiphene wells 100; lysis activity, % at 15 µM;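 active = mean lysis activity across replicates of at least 80%, whatever share of replicates individually reach that level; inactive = mean lysis activity below 80%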
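Assay system: Cryptococcus neoformans yeast cells / Dosing: single-point compound dose / Timing: 4 h at 37 °C static, read 1 h later / Measured by: luminescence of released adenylate kinase using an AK detection reagent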
RAD54 inh – RAD54 (human) branch migration inhibition; inhibition, % at 10.4 µM; actives 0.14% (n = 360,000); AID 602329; Q92698; RAD54 Holliday junction branch migration, FAM/BHQ fluorescence;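 active = mean normalized replicate activity at least 40 and at least half of replicates scoring 40 or more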;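 note: 0% = median of neutral control wells and 100% = median of positive control wells; inhibitors cause a drop in the FAM fluorescence signal; in these data hits start at about 50%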
PglD inh – PglD (C. jejuni) enzyme inhibition | purified PglD enzyme, DTNB colorimetric CoA detection | AID 602405 | inhibition, % at 12.5 µM | actives 0.098% (n = 360,000); in the data active = inhibition above about 16%, passing the limit was not always enough; note: strong numbers were not always called active
miR122 inh – inhibitors of miR-122 in Huh7 cells. Huh7 miR-122 Renilla luciferase sensor, 48 h; neutral wells = 0, positive control = 100. activation (reporter increase), % at 12.5 µM. actives 0.3% (n = 340,000);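 active = mean replicate activation score at least 90 and every replicate individually at or above 90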;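 note: higher luciferase means less miR-122 activity so hits act as miR-122 inhibitors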
E-sel inducer – induces E-selectin expression in human endothelial cells; P16581; HUVEC E-selectin immunofluorescence imaging; normalized: neutral wells 0, TNF-alpha wells 100; activation, % at 7.58 µM; actives 0.37% (n = 260,000);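 active = mean E-selectin-positive cell signal at least 10% of the positive control, reached in at least 60% of replicates, without over 20% cell loss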;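 note: in these data hits start at about 27%; measured in HUVEC primary endothelial cells; signal is the percent of cells scored E-selectin positive by PE staining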
Target sequence (P16581 whole entry, looked up): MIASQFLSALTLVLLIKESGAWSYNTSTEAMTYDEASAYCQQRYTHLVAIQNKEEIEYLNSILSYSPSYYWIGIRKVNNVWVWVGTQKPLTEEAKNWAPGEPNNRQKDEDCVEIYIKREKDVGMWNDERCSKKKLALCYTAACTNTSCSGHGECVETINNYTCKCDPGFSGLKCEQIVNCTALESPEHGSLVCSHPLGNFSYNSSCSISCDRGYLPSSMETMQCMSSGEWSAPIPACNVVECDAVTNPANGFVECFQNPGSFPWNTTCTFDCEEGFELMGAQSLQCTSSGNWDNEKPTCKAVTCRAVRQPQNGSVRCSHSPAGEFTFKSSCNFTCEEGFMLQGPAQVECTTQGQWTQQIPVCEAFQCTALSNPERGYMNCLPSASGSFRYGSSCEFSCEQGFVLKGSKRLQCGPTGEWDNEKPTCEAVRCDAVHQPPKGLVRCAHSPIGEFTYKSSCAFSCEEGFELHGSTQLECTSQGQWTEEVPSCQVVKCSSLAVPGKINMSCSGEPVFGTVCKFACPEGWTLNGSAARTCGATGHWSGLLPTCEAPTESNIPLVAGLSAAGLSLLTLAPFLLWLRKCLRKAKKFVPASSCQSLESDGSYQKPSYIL
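System: HUVEC, human umbilical vein endothelial cells; quantity: 3,000 cells/well; buffer or medium: EGM-2 medium, gelatin-coated wells; dosing: single-point compound dose; detection: immunofluorescence imaging; evaluation: % PE-positive cells; benchmarks: TNF-alpha, DMSO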
RAD52 anneal inh – inhibitors of human RAD52 DNA annealing | P43351 | recombinant RAD52 DNA annealing, FRET fluorescence | inhibition, % at 18.7 µM | actives 0.46% (n = 360,000) | AID 651710;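 active = every replicate showing at least 50% inhibition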
Target sequence (P43351 whole entry, looked up): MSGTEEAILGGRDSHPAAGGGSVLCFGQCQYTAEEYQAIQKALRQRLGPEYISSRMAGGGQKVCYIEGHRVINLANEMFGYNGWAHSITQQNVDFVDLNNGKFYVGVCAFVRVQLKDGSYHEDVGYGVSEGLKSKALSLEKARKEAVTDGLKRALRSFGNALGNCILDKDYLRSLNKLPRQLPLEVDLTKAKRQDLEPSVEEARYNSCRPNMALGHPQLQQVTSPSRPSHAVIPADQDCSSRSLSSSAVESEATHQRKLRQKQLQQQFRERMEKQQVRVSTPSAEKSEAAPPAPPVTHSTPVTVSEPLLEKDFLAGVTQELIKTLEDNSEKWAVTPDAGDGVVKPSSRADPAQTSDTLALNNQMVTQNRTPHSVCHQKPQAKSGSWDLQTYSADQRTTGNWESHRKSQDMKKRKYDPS
ERAP1 HTS inh – ERAP1 (human) enzyme inhibition; inhibition, % at 10.7 µM; recombinant ERAP1, Leu-AMC fluorescence, 60 min; actives 0.15% (n = 340,000); AID 652197; Q9NZ08;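 active = mean replicate inhibition of at least 30%, or all replicates individually reaching that 30% level; inactive = mean below 30% and not every replicate reaching it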;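 note: 0% = neutral control wells and 100% = L-leucinethiol positive control wells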
PGC1a acetyl inh – PGC1a acetylation modulation, inhibitor mode | inhibition, % at 15.6 µM | U2OS PGC1a acetylation, AlphaScreen anti-acetyl-lysine; with virally co-expressed GCN5 acetyltransferase | actives 0.17% (n = 350,000) | AID 651687;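 active = every replicate shows inhibition of at least 40%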;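 note: 0% = neutral control wells and 100% = positive control wells; some results beyond the cut were filed as inactive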
* marks the source's active call; other numbers are inactive results; . = no result given; [ ] = another dose, or the depositor's remark. Compounds as they come. Share with any hit: about 1.4%.

SMILES	Cneo AK release	RAD54 inh	PglD inh	miR122 inh	E-sel inducer	RAD52 anneal inh	ERAP1 HTS inh	PGC1a acetyl inh
Cc1nc([N+](=O)[O-])cn1CC(=O)Nc1ccc(F)c(Cl)c1	5	-7	-4	-10	0.1	-3	2	13
CCCCOc1ccc(C(=O)NCC(=O)NC2CCCCC2)cc1	-1	-22	3	.	.	-5	0	.
COc1ccc(NC(=O)CSc2cc(C)ccc2C)cn1	.	.	.	-4	0.5	-31	9	3
S=c1[nH]ncn1-c1ccccn1	0	-15	0	-1	.	.	.	4
Cc1noc(C)c1NC(=O)N(C)C[C@@H]1OCCCC[C@H](C)Oc2ccc(NC(=O)Nc3ccc(C(F)(F)F)cc3)cc2C(=O)N([C@H](C)CO)C[C@@H]1C	1	-4	3	1[16.7 µM]	0.2	3	-3	1
COc1cc([N+](=O)[O-])cc(/C=N/N(CCC#N)C(C)=O)c1O	-4	-8	0	-8	0.2	-19	8	2
O=C(CNC(=O)c1ccccc1)OCc1cccc(Br)c1	.	.	.	.	-1.0	9	-2	2
Cc1noc(C)c1NC(=O)Nc1ccc2c(c1)C(=O)N([C@@H](C)CO)C[C@@H](C)[C@@H](CN(C)S(=O)(=O)c1cccs1)O2	-2	15	0	6[16.7 µM]	8.8	16	-4	-3
C[C@@H]1CN([C@@H](C)CO)C(=O)Cc2cc(NC(=O)Nc3cccc4ccccc34)ccc2O[C@@H]1CN(C)S(=O)(=O)c1cccs1	95*	1	1	8[16.7 µM]	2.6	.	.	0
O=C(CCSc1ccccc1)Nc1ccccc1Br	0	-3	-3	-1	-1.1	8	-2	-2
Cc1ccc(OCC(=O)N(C)Cc2ccccc2)c([N+](=O)[O-])n1	-1	1	0	-1	1.0	-14	2	.
COc1ccc(Cl)c(Cn2c(NCCCN(C)C)nc3c2c(=O)n(C)c(=O)n3C)c1	-2	4	-4	-3	.	.	.	10
CC(C)NC(=O)N[C@@H]1C=C[C@H](CC(=O)O)O[C@@H]1CO	4	2	0	.	0.7	-6	3	15
COCC(=O)N1CC2(C1)[C@H](c1ccc(-c3ccc(C)cc3)cc1)[C@H](CO)N2C(C)=O	.	.	.	.	-0.1	-6	-2	-1
COc1ccc(-c2ccccc2[C@H]2[C@@H](C#N)N(C(=O)NC3CCCC3)[C@H]2CO)cc1	.	.	.	.	0.1	-12	2	-14
CCOc1ccc(CCNC(=O)Nc2ccccc2C)cc1OCC	1	-2	1	.	.	-13	1	.
Cc1ccc2nc(N3CCN(S(=O)(=O)c4ccc(C)c(Cl)c4)CC3)c(C#N)cc2c1	-2	-9	1	23	.	.	.	-24
COc1cc(NC(=O)CN2CCN(c3ccccn3)CC2)cc(OC)c1OC	1	5	1	-7	0.1	-1	-5	.
CCOc1ccc(CN2C(=O)CC(=O)N(S(=O)(=O)c3ccc(OCC)cc3)C2=O)cc1	-1	-2	-3	-5	0.2	-45	-5	10
COc1cccc(CN2CCC3(CC2)CN(C(=O)C2CC2)[C@H](CO)c2[nH]c4cc(OC)ccc4c23)c1	.	.	.	.	1.7	1	1	12
O=C(O)c1sccc1SCc1ccc(Cl)c(Cl)c1	-1	-5	-4	0	.	.	.	11
Cc1ccc(C)c(NC(=S)NCCc2c[nH]c3ccccc23)c1	3	-5	11	2	0.3	-15	11	-6
Cc1ccc(-c2nc3ccccc3o2)cc1NC(=S)NC(=O)/C=C/c1ccco1	0	-3	3	1	.	.	.	-4
Cc1cc(OCC(=O)N(C)Cc2ccccc2)cc(C)c1Cl	5	-7	1	10	-0.4	-16	2	13
CCOC(=O)CSc1nnc(NC(=O)c2cccc(S(=O)(=O)N3CCCC3)c2)s1	-1	-8	-1	6	.	-1	2	-3

Arranged by SMILES length (ascending): 17 of the compounds above
SMILES	Cneo AK release	RAD54 inh	PglD inh	miR122 inh	E-sel inducer	RAD52 anneal inh	ERAP1 HTS inh	PGC1a acetyl inh
S=c1[nH]ncn1-c1ccccn1	0	-15	0	-1	.	.	.	4
O=C(O)c1sccc1SCc1ccc(Cl)c(Cl)c1	-1	-5	-4	0	.	.	.	11
COc1ccc(NC(=O)CSc2cc(C)ccc2C)cn1	.	.	.	-4	0.5	-31	9	3
CCOc1ccc(CCNC(=O)Nc2ccccc2C)cc1OCC	1	-2	1	.	.	-13	1	.
CCCCOc1ccc(C(=O)NCC(=O)NC2CCCCC2)cc1	-1	-22	3	.	.	-5	0	.
Cc1ccc(C)c(NC(=S)NCCc2c[nH]c3ccccc23)c1	3	-5	11	2	0.3	-15	11	-6
COc1cc(NC(=O)CN2CCN(c3ccccn3)CC2)cc(OC)c1OC	1	5	1	-7	0.1	-1	-5	.
Cc1ccc(OCC(=O)N(C)Cc2ccccc2)c([N+](=O)[O-])n1	-1	1	0	-1	1.0	-14	2	.
COc1cc([N+](=O)[O-])cc(/C=N/N(CCC#N)C(C)=O)c1O	-4	-8	0	-8	0.2	-19	8	2
Cc1ccc(-c2nc3ccccc3o2)cc1NC(=S)NC(=O)/C=C/c1ccco1	0	-3	3	1	.	.	.	-4
CCOC(=O)CSc1nnc(NC(=O)c2cccc(S(=O)(=O)N3CCCC3)c2)s1	-1	-8	-1	6	.	-1	2	-3
COc1ccc(Cl)c(Cn2c(NCCCN(C)C)nc3c2c(=O)n(C)c(=O)n3C)c1	-2	4	-4	-3	.	.	.	10
CCOc1ccc(CN2C(=O)CC(=O)N(S(=O)(=O)c3ccc(OCC)cc3)C2=O)cc1	-1	-2	-3	-5	0.2	-45	-5	10
COc1ccc(-c2ccccc2[C@H]2[C@@H](C#N)N(C(=O)NC3CCCC3)[C@H]2CO)cc1	.	.	.	.	0.1	-12	2	-14
COCC(=O)N1CC2(C1)[C@H](c1ccc(-c3ccc(C)cc3)cc1)[C@H](CO)N2C(C)=O	.	.	.	.	-0.1	-6	-2	-1
Cc1noc(C)c1NC(=O)Nc1ccc2c(c1)C(=O)N([C@@H](C)CO)C[C@@H](C)[C@@H](CN(C)S(=O)(=O)c1cccs1)O2	-2	15	0	6[16.7 µM]	8.8	16	-4	-3
Cc1noc(C)c1NC(=O)N(C)C[C@@H]1OCCCC[C@H](C)Oc2ccc(NC(=O)Nc3ccc(C(F)(F)F)cc3)cc2C(=O)N([C@H](C)CO)C[C@@H]1C	1	-4	3	1[16.7 µM]	0.2	3	-3	1

More compounds follow.
SMILES	Cneo AK release	RAD54 inh	PglD inh	miR122 inh	E-sel inducer	RAD52 anneal inh	ERAP1 HTS inh	PGC1a acetyl inh
CS(=O)(=O)N1CCC(C(=O)Nc2cccc(Br)c2)CC1	0	3	-3	-5	.	-8	-2	-9
COc1ccc(N(CC(=O)NCC2CCCO2)C(=O)CCC(=O)Nc2cc(C)on2)cc1OC (stereo not drawn)	-2	2	5	-12	.	-15	-4	8
CCOC(=O)c1c(C)[nH]c(C(=O)OCC(=O)N2CC(C)OC(C)C2)c1C (stereo not drawn)	-6	9	-3	5	.	.	.	-1
C[C@H](CO)N1C[C@H](C)[C@@H](CN(C)Cc2ccncc2)Oc2ncc(/C=C/c3ccccc3)cc2C1=O	1	6	5	-4[16.7 µM]	0.4	20	5	-8
O=C(COc1ccc2ccccc2c1CN1CCOCC1)N1CCc2ccccc21	-1	-6	0	4	.	.	.	-10
O=C(C1CCOCC1)N1CC(=O)N2[C@@H](CO)[C@H](c3ccc(C#CC4CCCC4)cc3)[C@@H]2C1	.	.	.	.	0.5	-14	-2	-7
Cc1cc2c(cc1C)N(C(=O)CCl)CC(=O)N2	0	8	3	-3	.	.	.	10
C[C@H]1CN([C@@H](C)CO)C(=O)c2cccc(NS(C)(=O)=O)c2O[C@@H]1CN(C)C(=O)Nc1ccc(C(F)(F)F)cc1	-1	0	0	8[16.7 µM]	.	6	-3	2
O=C1C=C(Nc2ccc(Cl)cc2Cl)CC(c2ccco2)C1 (stereo not drawn)	.	.	.	.	2.0	-12	-1	-11
O=C(Nc1nnc(-c2ccco2)o1)C1CC1	0	0	2	-10	4.6	-17	1	1
COc1ccc(OC)c(CCNC(=O)Cn2ccc3cc(S(=O)(=O)N4CCCC4)ccc32)c1	-3	-5	1	-5	.	-11	-1	0
CCOC(=O)c1ccc(NC(=O)c2ncn3c2C(=O)NC[C@@H]3C)cc1	0	1	-3	-5	.	3	-2	-4
COCCCNc1ncnc2nc[nH]c12	-1	-20	4	-2	0.0	1	6	2
C[C@H](NC(=O)[C@H]1[C@H](CO)[C@H]2Cn3c(cccc3=O)[C@H]2N1S(C)(=O)=O)c1ccccc1	-1	9	-3	.	0.0	-29	7	.
Cn1c(=NC(=O)C2CCCCC2)sc2cc([N+](=O)[O-])ccc21	.	.	.	.	1.8	5	-3	0
O=C(c1ccc(F)cc1F)N1CCCC(c2nc(-c3cccs3)no2)C1 (stereo not drawn)	-5	3	4	-1	0.1	0	2	-2
C=C1[C@H](C)CN[C@H]1CCO	8	3	4	-9	.	-13	0	3
CCOC(=O)Cn1c(N)c(C(=O)OC)sc1=S	2	-14	10	1	.	-11	-3	-21
Cc1ccc2nc(-c3ccc(Br)o3)oc(=O)c2c1	-5	1	2	9	.	.	.	-7
C[C@H](CO)N1C[C@H](C)[C@H](CN(C)S(=O)(=O)c2cccs2)Oc2c(NC(=O)Nc3ccc(F)cc3)cccc2C1=O	-5	-7	-1	17[16.7 µM]	0.1	8	-1	5
CCOC(=O)c1cc(NC(=O)N(C)C2CCCCC2)c(C)nc1C	0	-2	-7	-1	0.2	-5	-3	.
O=C(/C=C/c1cccs1)NCc1cccs1	1	3	1	0	.	-11	-1	-7
CN1CCN(C(=O)[C@@H]2[C@@H](CO)[C@@H]3Cn4c(ccc(-c5ccncc5)c4=O)[C@@H]3N2CC2CC2)CC1	.	.	.	.	-0.1	-1	1	-10
CC(=O)Nc1ccc(NC(=O)C2C3CCC(C3)C2C(=O)O)cc1 (stereo not drawn)	-1	-7	-4	.	-0.1	0	1	.
Cn1c(SCc2nc3ccccc3s2)nnc1-c1ccc2c(c1)OCO2	1	-6	1	17	.	.	.	-6
COc1ccc(C2CCCN2C(=S)Nc2cccc(C)c2C)cc1OC (stereo not drawn)	-6	3	0	-8	0.1	-18	-1	-9
CC(C)Nc1ncnc2c1cnn2Cc1ccccc1Cl	-1	1	1	0	-0.1	-5	0	6
CSc1ccc(S(=O)(=O)NCCSc2ccccn2)cc1	-7	2	2	1	.	-17	-5	13

Compound profiles, from the list above. Order of values: Cneo AK release, RAD54 inh, PglD inh, miR122 inh, E-sel inducer, RAD52 anneal inh, ERAP1 HTS inh, PGC1a acetyl inh
COc1ccc(OC)c(CCNC(=O)Cn2ccc3cc(S(=O)(=O)N4CCCC4)ccc32)c1 is listed as -3, -5, 1, -5, ., -11, -1, 0
O=C(COc1ccc2ccccc2c1CN1CCOCC1)N1CCc2ccccc21 is listed as -1, -6, 0, 4, ., ., ., -10
